PLK1 PBD inh = qHTS for Inhibitors of PLK1-PDB (polo-like kinase 1 - polo-box domain): Primary Screen; Potency, µM, without a hit: max response, negative = inhibition, most hits filed as inhibitors; hit rate 2.8% among 360,000; Plk1 PBD binding of FITC phosphopeptide, fluorescence polarization; AID 720504, 2013; Serine/threonine-protein kinase PLK1 (Homo sapiens), P53350; also: potency is read from the fitted curve at half-maximal effect; series mostly up to about 57 µM; % is scaled to controls: 0 for no effect and ±100 for the full control effect; nearly all actives have a fitted effect of over 65% in size
GLP1R cytotox = qHTS of GLP-1 Receptor Inverse Agonists: Cytotox Screen | AID 624418, 2012 | HEK293 cAMP-luciferase reporter cells, luminescence, 24 h | hit rate 0.13% among 410,000 | Potency, µM (doses to about 38.3 µM), for the others: at the top dose activity change, negative = inhibition, most hits filed as inhibitors;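 also: loss of luciferase light is scored as toxicity; potency is read from the fitted curve at half-maximal effect; % is scaled to controls: 0 for no effect and ±100 for the full control effect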
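Quantitative HTS format, 1536 wells, 200 cells/uL seeded. Compounds: 23 nL, 24 h, 37 °C. Detection: luciferase reagent, luminescence at 12 min RT; decreased signal taken as cytotoxic.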
PTHR1 agonist = qHTS for PTHR1 Agonists: Primary Screen; Parathyroid hormone/parathyroid hormone-related peptide receptor (Homo sapiens), Q03431; HEK293 GP2 PTHR1 cells, GloSensor cAMP luminescence, 1 h; Potency, µM (highest dose often 115 µM), for the others: top-dose activation, usual class: activators; hit rate 0.075% among 410,000; AID 743266, 2014; also: potency is read from the fitted curve at half-maximal effect; nearly all actives have a fitted effect of over 55% in size; some results filed as inactive show a strong effect at the top dose; inactives centre near -15; many of its hits are not listed in these tables
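HEK-293-derived GP2 cells expressing PTHR1 and a GloSensor cAMP reporter, 3,000/well, plated overnight, given luciferin plus IBMX (each 0.5 mM as added) for 1 h at 37 °C, then compound for 1 h at 37 °C. Luminescence was read after 15 min at room temperature.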
EPAC1 antagonist = qHTS for Antagonist of cAMP-regulated guanine nucleotide exchange factor 3 (EPAC1): primary screen; Rap guanine nucleotide exchange factor 3 (Homo sapiens), O95398; EPAC1 GEF assay, Rap1b-BODIPY-GDP exchange fluorescence; Potency, µM (highest dose often 115 µM), for inactives: at the top dose activity change, negative = inhibition, most hits filed as inhibitors; hit rate 0.14% among 360,000; AID 720709, 2013;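 also: potency is read from the fitted curve at half-maximal effect; plate controls were vehicle for no effect and positive control for full effect; nearly all actives have a fitted effect of over 50% in size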
Target sequence (O95398 whole entry, looked up): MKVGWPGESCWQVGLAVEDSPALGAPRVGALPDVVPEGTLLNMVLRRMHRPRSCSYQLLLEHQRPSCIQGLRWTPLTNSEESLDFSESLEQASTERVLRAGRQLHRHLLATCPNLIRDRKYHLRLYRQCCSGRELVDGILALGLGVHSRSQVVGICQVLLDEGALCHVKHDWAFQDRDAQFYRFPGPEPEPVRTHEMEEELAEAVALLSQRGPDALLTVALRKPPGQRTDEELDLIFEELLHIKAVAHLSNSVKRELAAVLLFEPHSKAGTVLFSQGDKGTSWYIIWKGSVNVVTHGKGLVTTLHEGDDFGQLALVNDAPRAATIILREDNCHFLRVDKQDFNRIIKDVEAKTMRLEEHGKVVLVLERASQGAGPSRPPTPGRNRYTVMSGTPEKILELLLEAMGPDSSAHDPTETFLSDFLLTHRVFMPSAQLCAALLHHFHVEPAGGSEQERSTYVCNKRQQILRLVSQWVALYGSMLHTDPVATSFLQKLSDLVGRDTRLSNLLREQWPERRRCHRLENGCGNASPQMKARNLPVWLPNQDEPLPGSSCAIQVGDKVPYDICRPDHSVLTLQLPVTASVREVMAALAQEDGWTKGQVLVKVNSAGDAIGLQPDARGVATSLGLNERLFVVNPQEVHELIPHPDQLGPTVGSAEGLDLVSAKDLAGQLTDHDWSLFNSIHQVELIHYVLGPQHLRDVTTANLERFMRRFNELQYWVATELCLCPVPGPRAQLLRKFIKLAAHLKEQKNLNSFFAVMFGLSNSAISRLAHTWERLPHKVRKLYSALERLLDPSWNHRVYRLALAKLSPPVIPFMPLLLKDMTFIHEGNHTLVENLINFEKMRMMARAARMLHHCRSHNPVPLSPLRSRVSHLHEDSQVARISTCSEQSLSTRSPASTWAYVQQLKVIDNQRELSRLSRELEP
GLP1R ag = qHTS of GLP-1 Receptor Agonists; Glucagon-like peptide 1 receptor (Homo sapiens), P43220; HEK293 GLP-1R CRE-luciferase, luminescence, 4-6 h; cells express a hypersensitive GLP-1R form; Potency, µM (doses to about 45.6 µM), without a hit: top-dose activation, usual class: activators; hit rate 0.007% among 380,000; AID 624172, 2012; also: potency is read from the fitted curve at half-maximal effect; % of control where 0% means no effect
IL-2 act = qHTS of IL-2 Activators. IL-2 activation reporter assay, cell-based qHTS; stimulated with anti-CD3/CD4/CD28 beads; in transgenic mouse T cells. activation, % (series mostly up to about 46 µM). hit rate 0.065% among 360,000. AID 652025, 2013; in the data active = activation above about 50%; inconclusive = mostly about 30% to 49%; also: 0% is about no effect
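Quantitative HTS in unstimulated transgenic mouse T cells, with memory T cells as non-tolerant control and PMA/ionomycin as tolerance-bypass control. Compound pretreatment lasted 60 minutes before 18 h bead stimulation; EGFP/DsRed fluorescence read.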
PI5P4Ka inh = qHTS for Inhibitors of phosphatidylinositol 5-phosphate 4-kinase (PI5P4K); Phosphatidylinositol 5-phosphate 4-kinase type-2 alpha (Homo sapiens), P48426; PI5P4Kalpha enzyme, ADP-Glo luminescence, 60 min; active compounds read low; max response, %; hit rate 1.2% among 330,000; AID 652105, 2013; active = max response of -50% or lower; inconclusive = between -30% and -50%; inactive = -30% or higher; also: value at the top dose of about 77 µM; % is scaled to controls: 0 for no effect and ±100 for the full control effect
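Enzyme plus substrate dispensed, test compounds pinned in, then ATP (5 microM final) added. After 60 min at RT, ADP-Glo reagent 1 for 45 min and reagent 2 for 30 min preceded luminescence imaging.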
GLP1R inv ag = qHTS of GLP-1 Receptor Inverse Agonists (Inhibition Mode); Glucagon-like peptide 1 receptor (Homo sapiens), P43220; HEK293 GLP-1R CRE-luciferase, luminescence, 24 h; GLP-1R form is constitutively active; Potency, µM (doses to about 38.3 µM), for the others: top-dose activity change, negative = inhibition, usual class: inhibitors; hit rate 1.6% among 410,000; also: potency is read from the fitted curve at half-maximal effect; % is scaled to controls: 0 for no effect and ±100 for the full control effect; nearly all actives have a fitted effect of over 55% in size
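HEK293 cells stably co-expressing a cAMP-responsive luciferase reporter and constitutively active GLP-1R were seeded, incubated 12 h, then exposed to compounds for 24 h at 37 C. Luminescence was read 12 min after detection reagent; inverse agonists lower signal.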
EPAC1 agonist = qHTS for Agonist of cAMP-regulated guanine nucleotide exchange factor 3 (EPAC1): primary screen. EPAC1 agonist qHTS, biochemical assay; response scale: 100% = response to 6.5 mM cAMP. Potency, µM (highest dose often 154 µM), without a hit: top-dose activation, hits mostly activators. hit rate 0.073% among 360,000. Rap guanine nucleotide exchange factor 3 (Homo sapiens), O95398. AID 720707, 2013; also: potency is read from the fitted curve at half-maximal effect; nearly all actives have a fitted effect of over 60% in size
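Nucleotide exchange assay: 100 nM EPAC1 with 250 nM Rap1B loaded with BODIPY-GDP and 50 uM GDP, room temperature. Fluorescence (480/540 nm) read every 5 min for 30 min; signal change normalized to 6.5 mM cAMP as full agonist.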
* hit, by the source's call; i = inactive; ? = inconclusive; · = no result given; [ ] = another dose, or the depositor's remark. Unless noted, calls follow the shape of the dose curve; as a rule, active = well fitted curve in the direction sought with a large enough effect; inconclusive = small, poorly fitted or top-dose-only effect, or another doubt; inactive = no such curve, though single readings can be large; an effect the other way counts as inactive or inconclusive. This is a subset, so the mix of outcomes need not match the whole.

smiles | PLK1 PBD inh | GLP1R cytotox | PTHR1 agonist | EPAC1 antagonist | GLP1R ag | IL-2 act | PI5P4Ka inh | GLP1R inv ag | EPAC1 agonist
O=C(CCCn1cnc([N+](=O)[O-])n1)Nc1cccc(Cl)c1Cl | -17% | 1% | 5% | -27% | 6% | -1.7 | 0 | 5% | -1%
COC(=O)c1c(NC(=S)NNS(=O)(=O)c2ccc(OC)cc2OC)sc2c1CCCCCC2 | -26% | -14% | i | 8% | -9% | 0.3 | 17 | 0% | -19%
Cc1cc2occ(CC(=O)NC3=NCCS3)c2cc1C(C)C | -12% | 15% | -57%[inhibitor][57.5 µM] | -4% | 19% | -4.3 | · | 0% | 8%
CCc1ccc(OCC(=O)Nc2ccc3c(c2)OCCO3)cc1 | -1% | -10% | i | -18% | 8% | 1.0 | 2 | -24% | 8%
COc1ccc(Cl)cc1NC(=O)c1c(-c2ccccc2)noc1C | -5% | -4% | -2%[57.5 µM] | 12% | 5% | -0.3 | 0 | 11% | -2%
C=CCn1c(SCC(=O)Nc2nccs2)nnc1-c1ccco1 | -4% | 5% | -9% | -2% | 4% | 0.4 | · | 0% | 2%
Cc1nc(Nc2ccc(F)cc2)nc(Nc2ccc(F)cc2)c1[N+](=O)[O-] | -20% | 6% | -17% | ? | 3% | -2.6 | 1 | 34%[activator] | -9%
C/C(=N\NC(=O)CNc1cccc(Cl)c1C)C1CC1 | 8% | -8% | -25% | 4% | 3% | 0.5 | -4 | -27% | -2%
COc1cccc(S(=O)(=O)Nc2ccc(C(O)(C(F)(F)F)C(F)(F)F)cc2)c1 | -6% | 4% | -21% | -19% | 1% | 0.1 | 13 | ? | -14%
O=C(Nc1ccc(F)cc1)C(c1cc2ccccc2o1)N1CCN(c2cccc(C(F)(F)F)n2)CC1 (stereo not given) | -1% | -2% | i | 9% | · | 0.8 | 2 | ? | 2%
CC12C(=O)N(c3ccccc3)C(=O)C1C(c1ccccc1)N1CCCN12 (stereo not given) | -4% | -2% | i | -1% | 3% | -0.4 | -9 | -7% | 5%
CCCS(=O)(=O)n1nc(-c2ccccc2)cc1N | -11% | -25% | -23% | 8% | 0% | -0.3 | 0 | 3% | -10%
O=C(O)CCc1ccc(-c2ccccc2)n1NC(=O)c1cccs1 | -17% | 2% | ? | -12% | -7% | -2.3 | -11 | -2% | 6%
COc1cccc(Cn2cc(N)cn2)c1 | -10% | -6% | i | -11% | 0% | 0.4 | 0 | -9% | -6%
COCc1c(C(=O)N2CCN(CCOc3ccccc3)CC2)oc2ccccc12 | -9% | -1% | -23% | -6% | 16% | -0.4 | -1 | ? | 5%
CCc1ccc(-n2c(SCC(=O)NC3CCS(=O)(=O)C3)nc3ccccc3c2=O)cc1 (stereo not given) | -4% | -32% | i | 6% | 6% | 1.0 | -2 | 1% | -2%
CC(C)(C)NC(=O)Nc1ccc(Br)cc1 | ? | 7% | -18% | -9% | -6% | -1.7 | 2 | ? | -8%
O=C(NN1C(=O)/C(=C\c2cccnc2)SC1=S)c1ccco1 | -17% | 11% | ? | 4% | 0% | 1.1 | -10 | 19% | -4%
Cc1ccc(NC(=O)CCc2c(C)[nH]c(=O)c(C#N)c2C)cc1 | -1% | 0% | i | -10% | 14% | -1.0 | -2 | 17% | 0%
Cc1ccc(-c2nnc(Nc3ccc(C(=O)N(C)C)cc3)c3ccccc23)cc1S(=O)(=O)NC(C)(C)CO | -8% | -1% | i | -13% | 18% | -1.7 | -17 | 41%[activator] | 7%
Cc1csc(=O)n1CC(=O)OCC(=O)NNC(=O)c1ccccc1 | -12% | 1% | -16% | 0% | -1% | -3.0 | -5 | 2% | 4%
CCc1ncc(CN2CCCCC2C(=O)Nc2ccc(Oc3ccccc3)nc2)cn1 (stereo not given) | -6% | -8% | -12% | -1% | 10% | -3.7 | 0 | 1% | -7%
Cc1csc2nc(CSc3nncn3-c3ccccc3)c(Br)n12 | -5% | -2% | -4%[57.5 µM] | 3% | 8% | 1.3 | -4 | 32% | 0%
CCn1c(CNC(=O)COc2c(C)cccc2C)nnc1SCC(=O)Nc1nccs1 | -3% | -26% | i | 13% | 0% | -1.5 | · | 0% | -8%
CCOc1ccc(CNC(=O)c2cc3c(=O)oc4ccc(C)cc4c3s2)cc1 | · | -5% | -10% | · | 0% | · | · | 8% | ·
CCOc1c(Cl)cc(/C=C/C(=O)N(CC)CC(=O)NCc2cccs2)cc1OC | 2% | 2% | i | -6% | -4% | -0.6 | 10 | -1% | 1%
CCOC(=O)/C(=N/Nc1ccc(OC)cc1)Sc1nnc(CCc2ccccc2)n1-c1ccccc1 | -7% | -12% | i | -7% | 7% | -2.2 | -25 | ? | 3%
CCOc1cc2[nH]c(=S)n(CCN3CCCCC3CC)c(=O)c2cc1OCC (stereo not given) | -11% | 7% | ? | -19% | 3% | -0.3 | 0 | 0% | -5%
CN(/N=C/c1c[nH]c2ccccc12)c1cnn(-c2ccc(F)c(Cl)c2)c(=O)c1Cl | 19% | 1% | i | 21% | -18% | -2.0 | -6 | 0% | -4%
Cc1cccc(SCc2noc(C(=O)NC(C)C)c2C(=O)O)c1 | 2% | -19% | i | 2% | -2% | -1.3 | -2 | ? | 4%
CCCCn1c(N)c(N(CC)C(=O)c2ccc(-c3ccc(Cl)cc3)o2)c(=O)[nH]c1=O | 3% | 1% | -24% | -6% | -3% | 0.3 | 0 | -25% | -1%
CCCS(=O)(=O)NC(=O)C1(C)CCCN(C(=O)Cc2ccc3ccccc3c2)C1 (stereo not given) | -3% | 0% | -4% | 8% | 7% | 1.3 | 1 | 6% | 13%
CCN(CC)C(=O)c1[nH]cnc1C(=O)Nc1ccccc1F | 3% | -1% | -21% | 9% | 0% | -0.2 | 3 | 1% | -19%
S=C(NCCCc1ccccc1)Nc1ccccc1 | 0% | ? | i | -26% | 1% | -4.0 | -2 | ? | 6%
COc1ncc(-c2cccc3nccn23)c(OC)n1 | -7% | 2% | 20% | 27% | -7% | -0.4 | 0 | 18% | -9%
Cc1cccn2c(=O)c3cc(C(=O)N4c5ccccc5CC4C)n(C)c3nc12 (stereo not given) | -13% | 6% | i | 8% | -4% | 1.2 | 0 | 7% | 3%
O=C(CCN1CCCCC1)c1ccccc1 | 15µM* | -1% | i | 0% | 2% | -2.2 | · | 0% | 8%
CCOC(=O)C(CCCCCOc1ccc([N+](=O)[O-])cc1)C(=O)OCC | -3% | 15% | -20% | 0% | 11% | -1.8 | · | 0% | 13%
COc1cc(C(=O)NCC(C)C)c([N+](=O)[O-])cc1OC | 0% | -24% | i | 6% | -12% | -2.9 | · | 4% | -1%
CCP(=O)(c1cccc([N+](=O)[O-])c1)c1cccc([N+](=O)[O-])c1 | 4% | 12% | i | -15% | -2% | 0.3 | -7 | 20% | 3%
O=C(CSC1=NS(=O)(=O)c2cc(F)ccc2N1)Nc1ccccc1F | -10% | 6% | 23% | 3% | 0% | 1.0 | -4 | -13% | -11%
Cc1oc(-c2ccccc2F)nc1CN1CCC(C(=O)NCc2ccco2)CC1 | -2% | 3% | i | 0% | -5% | 0.2 | 4 | 5% | 3%
COc1cc(CN2C[C@@H](CO)O[C@@H](n3cnc4c(NC(C)C)ncnc43)C2)cc(OC)c1OC | -10% | 1% | -5% | -17% | 19% | 0.4 | -4 | 19% | 0%
Cc1ccc(-c2nnc3sc(CCc4ccccc4)nn23)cc1 | ? | -3% | -10%[57.5 µM] | 8% | 14% | -2.0 | · | 8% | 0%
CCn1c(C)nnc1SCC(=O)NC1CCCC1 | 1% | 6% | -8% | 13% | 2% | 0.1 | -4 | 13% | 0%
COc1ccc(-c2csc(NC(=O)CN3C(=O)C4CC=CCC4C3=O)n2)cc1OC (stereo not given) | -27% | 0% | -40%[inhibitor] | -15% | 0% | -5.1 | -23 | 60%[activator] | 3%
CN(C)/C(=N\OC(=O)c1ccccc1)c1nonc1N | 2% | -21% | i | 0% | -2% | 0.5 | -6 | 11% | -2%
COC(=O)C1=C(C)N(Cc2ccccc2)C(=S)N[C@H]1c1ccc(Br)cc1 | -15% | ? | -61%[inhibitor] | 2% | 1% | -4.3 | 3 | ? | 4%
Cc1cc2nc(-c3ccc(SCc4ccccc4C#N)nc3)[nH]c2cc1C | ? | ? | -76%[inhibitor][57.5 µM] | 1% | -2% | -2.1 | · | ? | 9%
O=C(c1cccs1)N1C[C@@H](n2cc(C3CC3)nn2)[C@H](O)C[C@@H]1c1ccccc1 | -14% | -6% | -5% | 21% | 11% | -0.8 | -6 | 4% | -10%
CSC(=NC#N)N1CCN(c2ccccn2)CC1 | -18% | 1% | -4% | 2% | 0% | 2.4 | -8 | -4% | 0%
C=Cn1cc(CNC[C@H]2O[C@@H](n3ccc(N)nc3=O)[C@H](O)[C@@H]2O)c(C)n1 | -6% | -6% | i | -10% | 0% | 2.2 | -3 | 7% | -1%
N#Cc1ccccc1NC(=O)Nc1cccs1 | -3% | -12% | i | 2% | -1% | -0.1 | 6 | 15% | -1%
